Assay outcomes: PubChem, National Center for Advancing Translational Sciences (NCATS)
CBFb RUNX1 block = inhibitors of human CBF-beta and RUNX1 interaction; Q01196+Q13951; AlphaScreen CBFb-His/RUNX1-biotin binding, biochemical; Potency, µM (titrated, usually from 59.8 µM), for the others: at the highest dose activity, negative = inhibition, hits mostly inhibitors; 230,000 tested, under 10 active; AID 1477; also: % of control where 0% means no effect
Target sequence (Q01196 whole entry, looked up): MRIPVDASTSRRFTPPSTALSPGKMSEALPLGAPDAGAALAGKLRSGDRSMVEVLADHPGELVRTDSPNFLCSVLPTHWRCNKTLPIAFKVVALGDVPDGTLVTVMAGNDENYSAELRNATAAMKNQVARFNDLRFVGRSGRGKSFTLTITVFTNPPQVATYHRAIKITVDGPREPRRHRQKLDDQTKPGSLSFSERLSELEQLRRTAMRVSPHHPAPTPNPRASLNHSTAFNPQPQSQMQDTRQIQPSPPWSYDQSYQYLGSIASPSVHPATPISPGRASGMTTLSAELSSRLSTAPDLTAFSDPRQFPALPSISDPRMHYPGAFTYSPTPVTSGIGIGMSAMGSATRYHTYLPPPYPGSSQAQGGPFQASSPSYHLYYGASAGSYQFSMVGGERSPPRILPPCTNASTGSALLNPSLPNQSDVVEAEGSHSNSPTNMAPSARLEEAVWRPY
Target sequence (Q13951 whole entry, looked up): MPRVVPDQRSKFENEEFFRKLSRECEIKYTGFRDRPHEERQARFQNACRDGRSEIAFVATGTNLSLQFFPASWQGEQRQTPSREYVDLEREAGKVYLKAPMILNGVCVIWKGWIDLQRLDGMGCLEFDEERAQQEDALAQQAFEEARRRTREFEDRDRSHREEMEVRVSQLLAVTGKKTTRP
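Read-out: AlphaScreen. Format: His-CBF-beta with biotinylated RUNX1 (30 nM each) preincubated 20 min, compound 15 min, Ni-chelate plus streptavidin beads 90 min; room temperature throughout.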
HttQ103 aggreg = reduces HttQ103-GFP aggregates in PC12 cells; PC12 HttQ103-GFP aggregates, Acumen cytometry, 40 h; Potency, µM (doses to about 46.1 µM), for the others: top-dose activity change, negative = inhibition, hits mostly inhibitors; 220,000 compounds, 1.1% hits; also: potency is read from the fitted curve at half-maximal effect; % is scaled to controls: 0 for no effect and ±100 for the full control effect; nearly all actives have a fitted effect of over 60% in size
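PC12 cells stably carrying ecdysone-inducible HTT exon 1 Q103–GFP were induced with tebufenozide (100 nM final) and treated with library compounds in titration. GFP aggregates in lysates were counted by laser scanning cytometry.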
Luc counter = Kinase-Glo luciferase inhibition (counter-screen). Q27757. Kinase-Glo luciferase, ATP luminescence, 8 min. Potency, µM (titrated, usually from 38.3 µM), for the others: at the highest dose activity change, negative = inhibition, actives largely listed as inhibitors. 200,000 compounds, 0.28% hits. AID 1379; also: potency is read from the fitted curve at half-maximal effect; % is scaled to controls: 0 for no effect and ±100 for the full control effect; nearly all actives have a fitted effect of over 60% in size
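Light output from Kinase-Glo luciferase with luciferin and 10 uM ATP in 50 mM imidazole pH 7.2, KCl, MgCl2, Tween 20, BSA; compound pin-delivered, 8-min ambient incubation, then luminescence read.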
NPSR antag = blocks cAMP signaling of the human neuropeptide S receptor; Q6W5P4; CHO-NPSR cells, cAMP TR-FRET, antagonist mode; Potency, µM (doses to about 38.3 µM), without a hit: at the top dose activity change, negative = inhibition, usual class: inhibitors; 220,000 compounds, 1% hits; also: potency is read from the fitted curve at half-maximal effect; % is scaled to controls: 0 for no effect and ±100 for the full control effect; nearly all actives have a fitted effect of over 50% in size; many of its hits are not listed in these tables
Target sequence (Q6W5P4 whole entry, looked up): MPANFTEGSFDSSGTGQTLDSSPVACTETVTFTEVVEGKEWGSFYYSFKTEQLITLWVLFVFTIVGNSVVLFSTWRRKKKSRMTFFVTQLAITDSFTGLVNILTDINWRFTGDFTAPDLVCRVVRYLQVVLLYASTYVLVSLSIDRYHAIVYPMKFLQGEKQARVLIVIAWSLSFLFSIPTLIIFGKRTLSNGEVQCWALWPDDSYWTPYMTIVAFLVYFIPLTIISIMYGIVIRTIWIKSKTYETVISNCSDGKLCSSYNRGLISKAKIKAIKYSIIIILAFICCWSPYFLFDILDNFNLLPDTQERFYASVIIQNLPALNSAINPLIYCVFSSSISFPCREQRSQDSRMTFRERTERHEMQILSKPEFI
IMPase Li inh = IMPase inhibition in cells with lithium potentiation; CHO-M1 cells, IP1 TR-FRET (IP-One), carbachol + lithium; Potency, µM (highest dose often 59.4 µM), without a hit: at the top dose activity, negative = IMPase inhibition, most hits filed as inhibitors; 210,000 compounds, 0.35% hits; AID 1457;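 also: IP1 builds up when IMPase is blocked and the TR-FRET signal falls; potency is read from the fitted curve at half-maximal effect; plate controls were basal vehicle for no effect and high inhibitor control for full effect; nearly all actives have a fitted effect of over 50% in size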
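Concentration–response in CHO-M1 cells, lithium-potentiated; 30 min at 37C. IP1 detected by competitive TR-FRET after 10 min lysis at RT. Hill-fitted AC50.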
L3MBTL1 block = L3MBTL1 (human) inhibition; Q9Y468; AlphaScreen L3MBTL1–H3K9me1 peptide binding; Potency, µM (doses to about 57.1 µM), without a hit: at the top dose activity, negative = inhibition, most hits filed as inhibitors; 230,000 compounds, 0.66% hits; AID 485360; also: potency is read from the fitted curve at half-maximal effect; % is scaled to controls: 0 for no effect and ±100 for the full control effect; nearly all actives have a fitted effect of over 60% in size
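Displacement of a biotinylated histone H3(1-15) peptide monomethylated at Lys9 (75 nM) from L3MBTL1 (50 nM) was measured by AlphaScreen after a 30 min room-temperature compound incubation; cefsulodin titration served as intraplate control.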
Epigenetic reg = derepresses silenced GFP reporter in murine cells; AID 1865; murine LDR cells, GFP reporter derepression, 30 h; 280,000 compounds, 0.2% hits; Potency, µM (titrated, usually from 53.9 µM), inactives show at the top dose GFP activation, most hits filed as activators; also: potency is read from the fitted curve at half-maximal effect; % of control where 0% means no effect; nearly all actives have a fitted effect of over 60% in size
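Derepression of a silenced CMV-GFP reporter in murine LDR cells is scored by enumerating GFP-positive cells with a laser-scanning microplate cytometer after 30 hours of treatment at 37 C.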
Starred values were filed as active, the others as inactive; ? = inconclusive; / = not tested or not shown; [ ] = remark or other dose. Calls follow the shape of the dose curve; as a rule, active = well fitted curve in the direction sought with a large enough effect; inconclusive = small, poorly fitted or top-dose-only effect, or another doubt; inactive = no such curve, though single readings can be large; an effect the other way counts as inactive or inconclusive. This is a subset; the hit share may differ from the screen's.

No.	compound	IMPase Li inh	L3MBTL1 block	CBFb RUNX1 block	Luc counter	Epigenetic reg	NPSR antag	HttQ103 aggreg
1	CCS(=O)(=O)N1CCC(NC(C)=O)(c2ccccc2)CC1	-5%[38.3 µM]	3%	4%	-6%	-1.9%	-2%[46.1 µM]	7%
2	Cc1c(NS(=O)(=O)c2ccc3c(c2)OCCO3)cccc1-c1nc2cccnc2s1	59%[activator][38.3 µM]	-9%	-4%	-1%	-1.1%	?	8.9µM*
3	CCOC(=O)C1CCN(C(=O)CNS(=O)(=O)c2cccs2)CC1	15%[38.3 µM]	/	3%	-2%	1.0%	-9%[46.1 µM]	1%
4	O=C(O)/C=C/C(=O)NNC(=O)c1ccc(Br)cc1	-3%	12%	-2%	1%	0.0%	24%	-29%
5	Cc1cccc(CSc2nnc(CCNC(=O)OC(C)(C)C)o2)c1	/	12%	16%	/	1.1%	-24%	24%[9.22 µM]
6	C=CCn1c(SCC(=O)NCC2CCCO2)nnc1C1CCCCC1 (stereo unspecified)	0%	-14%	6%	3%	0.0%	-8%[46.1 µM]	1%
7	CCOc1cc(S(=O)(=O)Nc2ccc(CC)cc2)ccc1Cl	32%[activator][38.3 µM]	/	12%	-3%	1.8%	-27%[46.1 µM]	?
8	COc1ccc(CN2CCn3nc(C(=O)NC(C)C)cc3C2=O)cc1	4%	5%[11.4 µM]	10%	-1%	1.1%	19%	8%
9	CCOc1ccc(C(=O)OCC(=O)Nc2ccc(SC(F)F)cc2)cc1OCC	5%	8%	18%	4%	2.3%	6%	?
10	Cc1cccc(C(=O)Nc2ncc(CN3CCOCC3)s2)c1	9%[38.3 µM]	/	3%	0%	2.0%	0%[46.1 µM]	-18%
11	CCc1ccc(OCCNC(=O)OCc2ccccc2)cc1	1%	54%[activator]	?	0%	-1.9%	-7%	-18%
12	COC(=O)C(NC(=O)C(C)Oc1ccccc1)C(C)C (stereo unspecified)	2%[38.3 µM]	4%[11.4 µM]	15%	-1%	0.0%	2%[46.1 µM]	-10%
13	COc1ccc(Cn2nnnc2CN(Cc2cc3cccc(C)c3[nH]c2=O)C2CCCC2)cc1	11%[38.3 µM]	-10%	7%	-4%	-0.1%	-18%[46.1 µM]	?
14	O=S(=O)(Cc1ccc(Cl)cc1)N1CCN(Cc2ccc3c(c2)OCO3)CC1	/	-5%	-9%	/	1.0%	-4%	1%[9.22 µM]
15	COc1ccc(C(=O)N2CCN(c3ccc(C)c(C)c3)CC2)cc1OC	2%[38.3 µM]	6%	-2%	-4%	0.8%	-1%[46.1 µM]	-28%
16	O=C(NCc1ccc2c(c1)OCO2)c1nnc(Cc2ccc(F)cc2)o1	-6%	4%	-13%[2.36 µM]	4%	1.7%	4%	-13%
17	O=C(CN(Cc1cccs1)C(=O)CNC(=O)c1ccco1)NC1CCCCC1	-18%[38.3 µM]	-3%	4%	-6%	1.7%	6%[46.1 µM]	19%
18	Cc1nn(-c2ncc(C(F)(F)F)cc2Cl)c(=O)n1-c1ccccc1Cl	41%[activator][38.3 µM]	/	-3%	1%	0.0%	-6%[46.1 µM]	-14%
19	O=C(CN1CCN(S(=O)(=O)c2ccc(F)cc2)CC1)Nc1ccc2c(c1)OCO2	-4%[38.3 µM]	-5%	2%	-2%	-1.8%	-12%[46.1 µM]	6%
20	O=C(Cn1nc(C(=O)O)c2ccccc2c1=O)Nc1ccc2c(c1)OCO2	/	-2%	-8%	/	-0.3%	-7%	1%[9.22 µM]
21	COc1ccc(CCNC(C)=O)cc1	-5%[38.3 µM]	/	-2%	3%	-7.9%	-6%[46.1 µM]	-1%[9.22 µM]
22	CC(=O)Nc1ccc(NC(=O)C2CCCN(c3ncccn3)C2)cc1 (stereo unspecified)	-5%	-2%	-1%	3%	2.0%	9%[46.1 µM]	1%
23	COc1ccc(NC(=O)C2OC3OC(C)(C)OC3C3OC(C)(C)OC23)cc1 (stereo unspecified)	6%	2%	-5%	0%	-2.2%	-2%[46.1 µM]	-7%
24	COc1ccc(/C=C/C(=O)Nc2nc(C)cc(C)n2)cc1OC	4%[38.3 µM]	-10%	-3%	-4%	-3.7%	-19%[46.1 µM]	11%
25	COC(=O)/C(C#N)=C/c1c(Oc2cc(C)cc(C)c2)nc2ccccn2c1=O	/	-2%	4%	/	0.0%	5%	14%[9.22 µM]
26	NC(=O)c1ccsc1NC(=O)CCS(=O)(=O)c1ccccc1	14%	-5%	8%	-1%	1.3%	17%	5%
27	O=C(Cn1c(C(=O)N2CCN(C3CCCC3)CC2)cc2sccc21)c1ccccc1	/	-3%	-5%	/	-8.3%	-4%[46.1 µM]	9%
28	O=C(O)CNS(=O)(=O)c1cccc(Cl)c1	/	8%	2%	/	2.7%	-17%	-7%[9.22 µM]
29	Cc1ccc(/C=C/C(=O)NC(=S)N2CCN(C)CC2)cc1	0%	-4%	8%	-2%	-0.9%	10%	10%
30	CCOC(=O)C1CCN(C(=O)C2CCN(S(=O)(=O)c3cccc4cccnc34)CC2)CC1	2%[38.3 µM]	6%	1%	0%	2.7%	-1%[46.1 µM]	-4%

New compounds follow:
No.	compound	IMPase Li inh	L3MBTL1 block	CBFb RUNX1 block	Luc counter	Epigenetic reg	NPSR antag	HttQ103 aggreg
31	Cc1c(Cc2ccccc2)c(=O)oc2c(O)c(O)ccc12	2%	-11%	-1%	-1%	8.3%	-11%	?
32	CSC1=NSC2=NC(=O)/C(=C/c3coc4ccc(O)cc4c3=O)C(=N)N12	1%	?	-3%	4%	-1.9%	-20%	-1%
33	CCCC(C(=O)NCc1ccco1)N(C(=O)CNS(=O)(=O)c1ccc(Cl)cc1)C1CCCC1 (stereo unspecified)	42%[38.3 µM]	-4%	3%	0%	0.9%	-29%[46.1 µM]	26%
34	CC(C)[C@H](NC(N)=O)C(=O)Nc1ccc(Oc2ccccc2)cc1	4%	/	-11%	-1%	0.8%	4%	-4%
35	Cc1ccc(C(=O)CSc2nccn2-c2ccccc2)cc1	-3%[38.3 µM]	-27%	-17%	-5%	0.0%	-13%[46.1 µM]	3%
36	CCCCN(C)S(=O)(=O)c1ccc(C(=O)Nc2nnc(CSC)o2)cc1	-16%[38.3 µM]	8%	-8%	-2%	-1.2%	-8%[46.1 µM]	8.9µM*
37	CC(Nc1nc(N2CCOCC2)nc2ccccc12)c1ccccc1 (stereo unspecified)	15%	28%	19%	1%	-1.1%	-24%	15%
38	O=C(NCc1ccco1)c1ccccc1Br	-4%[38.3 µM]	/	2%	3%	-1.1%	-9%[46.1 µM]	?
39	COc1ccc(Br)cc1C(=O)Nc1cc(C)cc(C)c1	1%[38.3 µM]	2%	7%	-1%	-2.3%	-11%[46.1 µM]	11%
40	N#C/C(=C\c1ccccc1)C(=O)Nc1nncs1	/	-13%	13%	/	0.0%	18%	-2%[9.22 µM]
41	O=C(CN1CCOCC1)Nc1ccc2c(c1)OCCO2	/	8%	0%	/	-0.3%	2%[7.67 µM]	-4%[9.22 µM]
42	Cc1ccc(S(=O)(=O)N2CCC(=O)N(C(COCc3cccc(C(F)(F)F)c3)Cc3ccccc3)CC2)cc1 (stereo unspecified)	9%	-2%	0%[2.36 µM]	13%	0.6%	-16%	-1%
43	COc1ccc(-c2noc(-c3ccc(Br)o3)n2)cc1OC	20%[38.3 µM]	9%[11.4 µM]	6%	1%	1.8%	-4%[46.1 µM]	-6%
44	Cc1c(C(=O)O)sc2ncn(C)c(=O)c12	14%[38.3 µM]	5%	6%	0%	-4.8%	-10%[46.1 µM]	-6%
45	O=C(COC(=O)c1ccccc1)Nc1cc(Cl)ccc1Oc1ccccc1	6%	39%[activator]	?	1%	0.0%	-16%[46.1 µM]	-1%
46	Cn1nc(C(=O)Nc2sccc2C(N)=O)ccc1=O	0%[38.3 µM]	-2%	4%	-5%	-5.4%	-1%[46.1 µM]	1%
47	CCN1C(=O)C(CC(=O)NC)N(NC(=O)c2ccccc2)C1=S (stereo unspecified)	-9%	29%	-2%	2%	-1.8%	15%	0%
48	CCOC(=O)C(=O)Nc1sc(C(=O)N2CCOCC2)c(C)c1C#N	2%	3%	5%	-2%	-1.3%	-7%	7%[9.22 µM]
49	Cc1cccc(N2C(=O)CC(Sc3nnc(C)s3)C2=O)c1 (stereo unspecified)	1%	-3%	3%	1%	-1.0%	11%	14µM*
50	CN1CCN(c2ccc([N+](=O)[O-])cc2S(=O)(=O)N2CCOCC2)CC1	-4%[38.3 µM]	-1%	-2%	-2%	1.9%	2%[46.1 µM]	?
51	O=C(c1ccc(F)cc1F)N1CCN(c2n[nH]c(=O)[nH]c2=O)CC1	-7%	/	-1%	-2%	-1.4%	12%	?
52	Cc1[nH]c(=S)sc1Cc1ccc(F)cc1	-2%	-7%	0%	0%	0.0%	7%	4%
53	O=C(COC(=O)CCC(=O)c1cccs1)NC(=O)c1ccc(OC(F)F)cc1	-4%	5%	-4%	4%	1.1%	16%	12%
54	COc1cc(/C=C(\C#N)c2ccccn2)ccc1OCC(=O)Nc1c(Cl)cccc1Cl	2%	12%	-2%	2%	-2.6%	-5%	1%
55	COc1ccc(C(CC(=O)O)NC(=O)C2CCCCC2)cc1 (stereo unspecified)	0%[38.3 µM]	3%	5%	4%	-3.6%	-5%[46.1 µM]	3%
56	CN(C)C(CNC(=O)c1cccc(OC(F)F)c1)c1ccco1 (stereo unspecified)	9%	-6%	0%	1%	0.0%	7%	0%
57	CS(=O)c1ccccc1O (stereo unspecified)	-6%	1%	2%	6%	-2.5%	15%	-11%
58	COCCn1c(C)cc(C(=O)CN2C(=O)NC3(CCCCCCC3)C2=O)c1C	-3%[38.3 µM]	-3%	-9%	-3%	-1.3%	-16%[46.1 µM]	9%

2 of these compounds, set out differently:
53. O=C(COC(=O)CCC(=O)c1cccs1)NC(=O)c1ccc(OC(F)F)cc1
54. COc1cc(/C=C(\C#N)c2ccccn2)ccc1OCC(=O)Nc1c(Cl)cccc1Cl

Compound | 53 | 54
IMPase Li inh | -4% | 2%
L3MBTL1 block | 5% | 12%
CBFb RUNX1 block | -4% | -2%
Luc counter | 4% | 2%
Epigenetic reg | 1.1% | -2.6%
NPSR antag | 16% | -5%
HttQ103 aggreg | 12% | 1%

Look-ups from the entries so far.
compound 38 – Epigenetic reg: -1.1%
compound 31 – NPSR antag: -11%
